Screening data deposited in PubChem BioAssay by National Center for Advancing Translational Sciences (NCATS).
FEN1 inhibitor – inhibitors of human flap endonuclease 1; P39748; Recombinant FEN1 flap cleavage, fluorescence, 15 min; Potency, µM (doses to about 114 µM), for inactives: top-dose activity change, negative = inhibition, hits mostly inhibitors; 0.35% of 390,000 active; AID 588795; further: nearly all actives have a fitted effect of over 65% in size
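With each library titrated from low to high concentration, compounds met 10 nM FEN1 for 15 min at room temperature before 50 nM substrate was added; readings at 0 and 15 min fed four-parameter Hill curve fits.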
KAT2A inh – blocks human GCN5L2 histone acetyltransferase; Q92830; Potency, µM (titrated, usually from 58.9 µM), without a hit: at the top dose activity change, negative = inhibition, most hits filed as inhibitors; GCN5L2 HAT assay, ThioGlo1 CoA-SH fluorescence; 0.21% of 390,000 active
Target sequence (Q92830 whole entry, looked up): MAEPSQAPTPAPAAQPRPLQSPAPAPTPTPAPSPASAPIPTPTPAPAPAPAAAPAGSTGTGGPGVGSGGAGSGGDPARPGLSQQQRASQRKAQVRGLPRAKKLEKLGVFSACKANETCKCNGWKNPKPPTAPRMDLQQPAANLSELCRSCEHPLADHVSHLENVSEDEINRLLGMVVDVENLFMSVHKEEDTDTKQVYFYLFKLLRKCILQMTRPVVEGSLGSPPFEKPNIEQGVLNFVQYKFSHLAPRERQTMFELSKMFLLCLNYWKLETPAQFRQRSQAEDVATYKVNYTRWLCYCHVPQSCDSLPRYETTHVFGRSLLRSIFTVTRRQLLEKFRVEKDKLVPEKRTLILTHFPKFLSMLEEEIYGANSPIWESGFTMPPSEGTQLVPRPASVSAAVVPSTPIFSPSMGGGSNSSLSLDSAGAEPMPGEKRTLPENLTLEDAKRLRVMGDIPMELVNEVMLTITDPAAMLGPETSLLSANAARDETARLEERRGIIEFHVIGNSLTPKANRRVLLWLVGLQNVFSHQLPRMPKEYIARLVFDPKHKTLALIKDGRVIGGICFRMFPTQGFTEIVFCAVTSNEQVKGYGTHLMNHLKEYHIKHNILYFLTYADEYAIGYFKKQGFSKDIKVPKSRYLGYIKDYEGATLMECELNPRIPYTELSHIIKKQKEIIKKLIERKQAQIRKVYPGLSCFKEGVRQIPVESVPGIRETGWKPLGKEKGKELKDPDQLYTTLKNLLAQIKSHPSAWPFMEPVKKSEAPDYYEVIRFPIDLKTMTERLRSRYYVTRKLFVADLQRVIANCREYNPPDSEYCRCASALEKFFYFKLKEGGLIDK
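qHTS, 1536-well. 20nM enzyme, pH 7.5 HEPES/EDTA/Tween-20 buffer; 15 min compound preinc., RT. Start: 75uM H3(1-25), 70uM AcCoA, 50uM ThioGlo1. Read Ex340/Em540 at t=0 (autofluorescence flag) and t=20 min.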
N370S GC mod – inhibits or activates N370S mutant glucocerebrosidase; P04062; N370S GC spleen homogenate, 4MU-glucoside fluorescence; Potency, µM (highest dose often 59.4 µM), inactives show at the top dose activity change, negative = inhibition, usual class: inhibitors; 0.092% of 330,000 active; AID 2101;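 further: 0% = full enzyme activity and -100% = no enzyme basal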
Starred values were filed as active, the others as inactive; ? = inconclusive; . = no result given; & = joins results of further samples; [ ] = dose if it differs, or a comment. The call rests on the fitted dose curve; in most records, active means well fitted curve in the direction sought with a large enough effect; inconclusive means small, poorly fitted or top-dose-only effect, or another doubt; inactive means no such curve, though single readings can be large; an effect the other way counts as inactive or inconclusive. Unless noted, on the % scale 0 is the no-effect control and ±100 the full control effect; potency means the concentration at half of the fitted maximal effect. Not a hit list (roughly 0.54% active in at least one column).

SMILES	FEN1 inhibitor	KAT2A inh	N370S GC mod
CCC(=O)N1CCc2cc(S(=O)(=O)NC(CC(C)C)C(=O)NCCc3cccc(C)c3)ccc21 (stereo not drawn)	20%	-2%	.
CCOc1ccc(Br)cc1S(=O)(=O)Nc1cccc(S(=O)(=O)N(C)C)c1	-7%	1%	-3%
Cn1cccc1C(=O)N1CCC2(CC1)CCN(c1ccccc1)CC2	.	-1%	0%
CSCCC(NC(=O)c1ccccc1)C(=O)OCC(=O)N(C)CCC#N (stereo not drawn)	-3%	1%	2%
Cc1nn(C)c(Oc2ccccc2)c1CCNC(=O)C(C)(C)C	-4%	-4%	-5%
CN1C(=O)CC(n2c(CO)nc3ccccc32)C1=O (stereo not drawn)	1%	-20%	0%
CN(CCOc1ccccc1)C(=O)CCc1nc2sc3c(c2c(=O)[nH]1)CCCC3	3%	-21%	?
C/C(=N/NS(=O)(=O)c1ccc(C(C)(C)C)cc1)c1ccc2c(c1)OCO2	-20%	-27%	6%
O=C(Cc1ccc(Br)cc1)NCCN1CCOCC1	1%	-2%	-2%
CSc1nc(C)c(Cl)c(C)c1C#N	-14%	-4%	1%
CC(C)(C)OC(=O)N1CCC(c2c(C(=O)Nc3ccc4c(c3)OCO4)cnn2-c2ccc(F)cc2F)CC1	1%	1%	.
COc1cccc(-c2nc(-c3ccccc3)no2)c1	7%	-5%	7%
CN(C(=S)NC(=O)C1(C)CC1(Cl)Cl)c1ccccc1 (stereo not drawn)	1%	-6%[0.501 µM]	5%
CCc1cc(=O)[nH]c(SCC(=O)N2CCOCC2)n1	1%	-9%	-3%
O=C(NCc1cccnc1)NC1(C(F)(F)F)Oc2ccc(Cl)cc2O1 (stereo not drawn)	-13%	-7%	-11%
Cc1ccc(CN(C(=O)c2ccc(C(C)(C)C)cc2)c2ccccn2)o1	-18%	-9%	.
COC(=O)c1ccc(C(=O)N2CCCC(N3CCN(c4ccccc4)CC3)C2)nc1 (stereo not drawn)	0%	0%	20%
O=C(/C=C/c1ccco1)NCCCN1CCN(CCCNC(=O)/C=C/c2ccco2)CC1	-5%	-1%	1%
COc1ccc(N(CC(=O)N2CCOCC2)S(C)(=O)=O)cc1OC	22%	-12%	0%
O=C(Nc1cccnc1)C1(c2ccc(Cl)cc2)CCCC1	-1%	0%	3%
C=CCn1c(N2C(=O)CC(Cc3ccccc3)C2=O)nc2ccccc21 (stereo not drawn)	25%	-14%	?
CC1CCN(C(=O)CSc2nnc(-c3cccs3)o2)CC1	3%	-11%	-5%
O=[N+]([O-])c1ccc(NC(=S)N2CCN(c3ccccc3)CC2)cc1	1%	-2%	-5%
Clc1ccc(C(c2ccccc2)N2CCNCC2)cc1 (stereo not drawn)	-2%	-11%	?
O=C(Nc1cccnc1)c1ccc([N+](=O)[O-])cc1Cl	4%	-1%	-4%
CN1CCN(c2ncc3nc(-c4cccc(C#N)c4)c(=O)n(C[C@H]4CCCO4)c3n2)CC1	.	-21%	11%
O=C(NC1CCCCCC1)C(=O)NC1CCCC1	-7%	-3%	2%
Fc1ccc(-n2ncc3c(SCc4cccnc4)ncnc32)cc1	-6%	-6%	5%
Cc1cc(C)cc(NC(=O)CN(c2cc(C(F)(F)F)ccc2Cl)S(=O)(=O)c2ccccc2)c1	-20%	-8%	.
Fc1ccccc1CSc1nnc(Cn2cnc3ccccc32)n1-c1ccccc1	7%	-4%	8%
O=C(NCCc1csc(-c2cccc(F)c2)n1)c1ccc(Br)o1	-12%	-5%	.
CCOC(=O)c1sc(NC(=O)c2ccc3nc[nH]c3c2)nc1C	-30%	-12%	0%
CCn1ncc(C2=NOC(C(=O)NCc3ccccc3)C2)c1C (stereo not drawn)	-1%	-3%	1%
COc1ccc(NC(=O)CSc2nc3ccccc3c(=O)n2C)cc1	-9%	-9%	2%
COc1ccccc1OCC(=O)Nc1nc2c(s1)CC(C)CC2 (stereo not drawn)	-11%	-12%	.
COc1ccc(CNC(=O)COC(=O)c2[nH]c(C)c(C(C)=O)c2C)cc1OC	-14%	0%	.
CN(C(=O)COC(=O)CNS(=O)(=O)/C=C/c1ccccc1)C1CCS(=O)(=O)C1 (stereo not drawn)	11%	-2%	0%
CCC1(C)Cc2c(sc3nc4n(c(=O)c23)CCS4)CO1 (stereo not drawn)	-9%	-1%	4%
CC(C)c1cccc(C(C)C)c1NC(=O)CCl	2%	-6%	-13%
O=C(Cc1ccccc1)Nc1ccc(NC(=O)c2cccs2)cc1	-9%	-20%	0%
O=C(CCCOc1ccc(Cl)cc1Cl)NCc1ccccn1	4%	-8%	7%
Cc1cc(=O)[nH]c(N/N=C/c2cccc(Br)c2)n1	-1%	-8%	-5%
N#C/C(=C(/O)c1ccc(Cl)c([N+](=O)[O-])c1)c1nc2ccccc2[nH]1	0%	-29%	4%
CCCCc1cc(=O)oc2cc(C)cc(O)c12	-12%	-6%	?
CN(C)c1oc(-c2ccccc2[N+](=O)[O-])nc1C#N	-32%	-13%	2%
O=C(c1csc2c1CCCC2)N1CCN(c2ccccc2)CC1	15%	0%	3%
Cc1ccc(Nc2nc(CSc3nnc(-c4cccs4)o3)cs2)cc1	-18%	-16%	15%
O=C1c2cccc3cccc(c23)C(=O)N1Nc1ccccc1	-6%	-7%	9%
Cc1ccc(C(=O)N2CCSCC2)cc1	1%	0%	1%
COc1ccc(C(=O)N2CCNC(=O)C2CC(=O)Nc2cc(Cl)ccc2OC)cc1 (stereo not drawn)	19%	-4%	-2%
CCOC(=O)CC1CCCCN1Cc1cn(C)nc1-c1ccc2c(c1)OCCO2 (stereo not drawn)	-8%	1%	2%
COc1ccccc1NC(=O)N1CCCC(c2nc3c(nnn3Cc3ccc(C)cc3)c(=O)[nH]2)C1 (stereo not drawn)	0%	-6%	6%
CCN(CC)CCn1c2c(c(SCC(=O)Nc3cc(C)cc(C)c3)nc1=O)CCC2	-3%	2%	3%
CCC(NC(=O)NC1=NCCS1)(C(F)(F)F)C(F)(F)F	7%	-3%	-24%
COc1ccccc1CC(=O)Nc1cccc(C)n1	18%	3%	-8%
COC(=O)[C@@]1(C)CC[C@]2(C)CC[C@@]3(C)C(=CC(=O)C4[C@@]5(C)CC[C@H](O)C(C)(C)[C@@H]5CC[C@]43C)[C@H]2C1 (stereo partly drawn)	11%	-22%	-3%
CCN(CC)c1nc(C)c(C(=S)Nc2cc([N+](=O)[O-])ccc2Cl)s1	-2%	1%	-3%
CC(=O)c1ccc(NC(=O)c2nc3ccccc3nc2N2CCCCC2)cc1	0%	-7%	.
Cc1cc(C(=O)NC2CCCC(C)C2C)c2ccccc2n1 (stereo not drawn)	2%	-5%	-22%
CCOC(=O)CN(Cc1ccccc1)C(C(=O)NC1CCCCC1)c1ccc(C)cc1 (stereo not drawn)	-21%	-19%	.

Random excerpt: 6 compounds from above.
SMILES	FEN1 inhibitor	KAT2A inh	N370S GC mod
COc1ccc(C(=O)N2CCNC(=O)C2CC(=O)Nc2cc(Cl)ccc2OC)cc1 (stereo not drawn)	19%	-4%	-2%
COc1ccccc1CC(=O)Nc1cccc(C)n1	18%	3%	-8%
CCCCc1cc(=O)oc2cc(C)cc(O)c12	-12%	-6%	?
CCN(CC)c1nc(C)c(C(=S)Nc2cc([N+](=O)[O-])ccc2Cl)s1	-2%	1%	-3%
CCOC(=O)CC1CCCCN1Cc1cn(C)nc1-c1ccc2c(c1)OCCO2 (stereo not drawn)	-8%	1%	2%
O=C(CCCOc1ccc(Cl)cc1Cl)NCc1ccccn1	4%	-8%	7%

The listing continues.
SMILES	FEN1 inhibitor	KAT2A inh	N370S GC mod
Cn1c(=O)cnc2cnc(Nc3ccccc3)nc21	.	-14%	-16%
COc1cccc(CNCCSc2nnnn2C)c1OCc1ccc(Cl)cc1	10%	-3%	.
COc1ccc(CC(=O)OCC(=O)N2CCc3ccccc32)cc1OC	-4%	-5%	.
O=C(C1CCC(CNS(=O)(=O)c2cccs2)CC1)N1CCN(c2ccc(Cl)cc2)CC1 (stereo not drawn)	21%&16%	-7%&-2%	2%
CCOc1ccc(NC(=O)N(CCC(C)C)C2CCN(C(C)=O)CC2)cc1	-8%	-5%	12%
COc1ccc2c(c1OC)C(=O)N1N=C(c3ccc(Cl)cc3)CC21 (stereo not drawn)	8%	1%	0%
CCOC(=O)C1CCN(S(=O)(=O)c2ccc(OCC(=O)OC)cc2)CC1	0%	2%	8%
Cc1ccc(C)n1-c1ccc(N2CCOCC2)c([N+](=O)[O-])c1	2%	-5%	4%
CCc1sc(N(C(=O)Cc2ccccc2)c2ccccc2)nc1-c1ccccc1	-10%	2%	6%
Cc1cccc2cc(/C=N/NC(=O)c3ccccc3O)c(Cl)nc12	1%	?	-5%
Cc1ccc2oc(=O)c3cnn(CC(=O)N4CCN(c5cccc(Cl)c5)CC4)c3c2c1	-2%	0%	.
Cc1cn2c(=O)cc(COC(=O)COc3ccc(F)cc3)nc2s1	-5%	-1%	.
Cc1ccc(C)n1-c1nnc(N2CCCC(C(=O)Nc3ccc(C(C)C)cc3)C2)s1 (stereo not drawn)	1%	-2%	.
Cn1c(=O)[nH]c(=O)c2c1nc(N1CCOCC1)n2CCSc1nnnn1-c1ccccc1	-6%	-7%	3%
O=C1N[C@@H](c2ccccc2)COC(=O)[C@H](Cc2ccc(F)cc2)CC/C=C/C[C@@H]1CC(=O)N(CCO)Cc1ccccc1	-23%	-4%	.
Cc1ccc2nc(N(CCCN(C)C)C(=O)CS(=O)(=O)c3ccccc3)sc2c1	4%	-3%	-24%
Cc1ccc(OCC(=O)N2CCN(C(=O)CCC3CCCC3)CC2)cc1	1%	-6%	8%
COC(=O)C1=C(C)N(Cc2ccccc2)C(=NCc2cc(OC)c(OC)c(OC)c2)N[C@H]1c1cccc(F)c1	-6%	-7%&-1%	-10%&-20%
CCCS(=O)(=O)N1CCN(C2Cc3ccccc3C2)CC1	13%	4%	?
COc1ccc(OC)c(N(CC(=O)NCc2ccncc2)S(C)(=O)=O)c1	11%	.	2%

Full records, quoted from the list. Order of values: FEN1 inhibitor | KAT2A inh | N370S GC mod
`COc1ccc(CC(=O)OCC(=O)N2CCc3ccccc32)cc1OC` is listed as -4% | -5% | .
`Cc1cn2c(=O)cc(COC(=O)COc3ccc(F)cc3)nc2s1` is listed as -5% | -1% | .
`O=C(C1CCC(CNS(=O)(=O)c2cccs2)CC1)N1CCN(c2ccc(Cl)cc2)CC1` (stereo not drawn) is listed as 21%&16% | -7%&-2% | 2%
`COc1ccc(OC)c(N(CC(=O)NCc2ccncc2)S(C)(=O)=O)c1` is listed as 11% | . | 2%
`Cc1ccc(C)n1-c1ccc(N2CCOCC2)c([N+](=O)[O-])c1` is listed as 2% | -5% | 4%

More results
SMILES	FEN1 inhibitor	KAT2A inh	N370S GC mod
CCC(=O)Nc1cc(C(C)(C)C)ccc1C(C)=O	-4%	0%	9%
CCCN1CCN(CCCNC(=O)Cn2nc(C)n3c(cc4cc(F)ccc43)c2=O)CC1	-6%&-3%	-1%&-2%	1%
O=C(Nc1ccc2c(c1)CCC2)c1cc(=O)[nH]c2ccccc12	-11%	4%	5%
COc1ccc(N(CC(=O)NC2CCCC2)C(=O)CS(=O)CC(=O)Nc2ccc3c(c2)OCO3)cc1 (stereo not drawn)	6%	-5%	-12%
CCCCCCOc1ccc(C2C(=O)N(C3CCCCC3)CC(=O)N2CCCC)cc1 (stereo not drawn)	-14%	-1%	.
O=c1c2ccccc2c(/C=N/n2cnnc2)c(O)n1-c1ccccc1	-2%	-24%	6%
CSc1ccc(S(=O)(=O)Nc2ccc(OCC(=O)N3CCOCC3)cc2)cc1	3%	-8%	-5%
CSc1nc2sc3c(c2c(=O)[nH]1)CC(C)(C)OC3	-3%	?	-2%
CCn1cc(/C=C/C(=O)Nc2ccc(C)cc2Br)cn1	3%	2%	-10%
O=C(Cn1cnc2c(oc3ccccc32)c1=O)Nc1ccc(F)cc1F	0%	-16%	.
Clc1ccc(-c2ccnc(Oc3ccc4ccccc4c3)n2)cc1	2%	3%	-2%
CC1(C)CC(=O)C/C(=N\NC(=O)C2CC23CCC3)C1 (stereo not drawn)	-1%	5%	-4%
